SUMO Mot1 rescue = SUMOylation pathway inhibition by Mot1-301 growth rescue | S. cerevisiae Mot1-301 growth rescue, ATP luminescence, 38.5C; percent above DMSO median, 100 means doubled | 320,000 tested, 1% active | AID 2716 | growth rescue, % at 18.8 µM;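 active means every valid replicate shows activation above 250% relative to neutral control wells; inactive means the rest, any valid replicate at or below 250%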;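 further: OY570 slx delta 5 strain wells were the positive control but not used for scaling; some compounds called inactive have numbers as strong as hits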
HTR5A inv ag = HTR5A inverse agonism, opioid heterodimer counter-screen | AID 504634 | 340,000 tested, 0.083% active | HTR5A cell line, luminescence | inhibition, % at 9.3 µM; in the data active means inhibition mostly above about 23%, no sharp cut-off; inactive means mostly below about 18%;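 further: 0% = cells with DMSO and 100% = no-cell wells with DMSO; some compounds called inactive have numbers as strong as hits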
Target sequence (P47898 whole entry, looked up): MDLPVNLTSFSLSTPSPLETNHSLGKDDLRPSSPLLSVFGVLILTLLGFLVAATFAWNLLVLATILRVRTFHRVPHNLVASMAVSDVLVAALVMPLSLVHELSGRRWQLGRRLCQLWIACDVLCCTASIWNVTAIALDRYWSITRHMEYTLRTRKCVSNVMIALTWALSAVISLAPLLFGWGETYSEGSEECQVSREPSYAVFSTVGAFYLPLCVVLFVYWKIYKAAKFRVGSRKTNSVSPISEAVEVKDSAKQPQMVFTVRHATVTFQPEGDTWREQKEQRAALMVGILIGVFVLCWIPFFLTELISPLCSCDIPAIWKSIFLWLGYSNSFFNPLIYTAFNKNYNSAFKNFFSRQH
PKA-R1A activ = activates the PKA-R1A holoenzyme complex; P00514+P68181; PKA-R1A dissociation, Cy5-IP20 fluorescence polarization; scaled: DMSO 0%, 113 µM cGMP 100%; activation, % at 11.4 µM; 340,000 tested, 0.083% active; AID 504707;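 active means percent activation above the mean of all tested compounds plus 3 SD, cut at about 19% in these data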;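 further: higher means more PKAc released from R1A so a rise in polarization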
PfHsp90 set2 = growth inhibition of yeast expressing Plasmodium Hsp90 | S. cerevisiae expressing PfHsp90, BacTiter-Glo ATP, 48 h; yeast lacking PDR1 and PDR3 efflux regulators | AID 504621 | 310,000 tested, 0.32% active | inhibition, % at 9.4 µM;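 active means every replicate shows inhibition above about 80%, whatever the replicate mean, limit read from the data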;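 further: 0% = DMSO neutral controls and 100% = 20 µM radicicol positive controls; yeast relying on Plasmodium falciparum Hsp90 in place of its own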
PKA-R2B act = activates the human PKA-R2B holoenzyme complex. P22694+P31323. activation, % at 11.4 µM. PKA-R2B holoenzyme dissociation, Cy5-IP20 fluorescence polarization; R2B truncated from residue 108, S112A mutant; 0% DMSO only, 100% 113 µM cGMP. 340,000 tested, 0.079% active;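 active means activation above a cutoff set at the mean over all compounds plus 3 SD, cut at about 18% in these data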;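 further: higher means more holoenzyme dissociation and a rise in polarization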
Target sequence (P31323 whole entry, looked up, other chains not shown, the tested form may be a part): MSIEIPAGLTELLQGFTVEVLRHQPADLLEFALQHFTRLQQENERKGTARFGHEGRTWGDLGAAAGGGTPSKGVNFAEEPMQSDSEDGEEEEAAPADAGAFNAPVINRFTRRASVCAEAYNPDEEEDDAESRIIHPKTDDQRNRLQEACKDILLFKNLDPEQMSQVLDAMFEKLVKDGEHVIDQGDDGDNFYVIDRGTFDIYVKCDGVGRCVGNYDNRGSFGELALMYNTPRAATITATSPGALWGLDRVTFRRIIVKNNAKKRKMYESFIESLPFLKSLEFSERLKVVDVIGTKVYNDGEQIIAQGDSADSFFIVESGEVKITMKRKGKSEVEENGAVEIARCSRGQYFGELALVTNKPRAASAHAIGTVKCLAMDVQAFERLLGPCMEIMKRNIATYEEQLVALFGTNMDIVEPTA
phage Ecoli inh = E. coli growth loss with phage present. 360,000 tested, 0.26% active. inhibition, % at 11.9 µM. growth absorbance; in the data active means inhibition above about 11%
Tat transport = blocks Tat-dependent protein export in E. coli | inhibition, % at 10 µM | E. coli MC4100 TorA-mCherry Tat export, fluorescence | 340,000 tested, 0.036% active;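 active means mean replicate inhibition at least 50% and at least half of replicates individually reaching 50%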;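 further: exported cargo escapes ClpAP degradation while cytoplasmic cargo is degraded and loses fluorescence; 0% = median of neutral control wells and 100% = median of NaSCN control wells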
MOR-DOR ag = agonists of human mu-delta opioid receptor heterodimerization. 340,000 tested, 0.3% active. activation, % at 9.3 µM. P35372+P41143. cells, OPRM1-OPRD1 heterodimerization, luminescence; in the data active means activation above about 18%;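 further: 0% = vehicle-treated cells and 100% = reference agonist; values of inactives mirror those of a sister screen read the other way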
E coli growth = reduces bacterial viability in AddAB counter-screen. inhibition, % at 11.9 µM. E. coli V3065 growth, OD600 absorbance, 18 h. AID 449728. 330,000 tested, 0.27% active;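 active means inhibition above the campaign's mean inhibition across all tested compounds plus 3 SD, cut at about 9.9% in these data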;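 further: uninfected addAB+ strain grown without phage in ampicillin broth; 0% = DMSO wells and 100% = ciprofloxacin 0.95 µg/ml wells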
MOR-DOR inv ag = inverse agonists of human mu-delta opioid receptor heterodimerization; cell-based MOR-DOR heterodimer luminescence, inverse agonism; inhibition, % at 9.3 µM; 340,000 tested, 0.21% active; in the data active means inhibition above about 22%, passing the limit was not always enough;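 further: 0% = cells with DMSO and 100% = wells without cells with DMSO; values of inactives mirror those of a sister screen read the other way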
AddAB inh = less growth of phage-infected E. coli with AddAB | E. coli expressing H. pylori AddAB, absorbance growth | 330,000 tested, 0.29% active | inhibition, % at 11.9 µM; in the data active means inhibition above about 12%;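 further: 0% = vehicle wells of infected cells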
* = called active by the depositor. An unsorted share of the library. About 2.2% of those tested had a hit in this group.

How did c1csc(C2Nc3ccccc3-c3nc4ccccc4n32)c1 (stereo unspecified) do in these assays?
SUMO Mot1 rescue: 9; HTR5A inv ag: -21; PKA-R1A activ: -12; PfHsp90 set2: -15; PKA-R2B act: 0; phage Ecoli inh: 1.2; Tat transport: 7; MOR-DOR ag: 3.7; E coli growth: -1.1; MOR-DOR inv ag: -25; AddAB inh: 1.3

Results for CC(C)C1OC2c3cccc4cccc(c34)C2N1c1ccccc1 (stereo unspecified) ?
SUMO Mot1 rescue: -18; HTR5A inv ag: -5; PKA-R1A activ: -7; PfHsp90 set2: -14; PKA-R2B act: -2; phage Ecoli inh: -0.5; Tat transport: -7; MOR-DOR ag: -13; E coli growth: 2.4; MOR-DOR inv ag: 65*; AddAB inh: 1.0

Results for COc1cccc(-c2nc(-c3ccccc3)c(-c3ccccc3)[nH]2)c1OCC(=O)O ?
SUMO Mot1 rescue: -21; HTR5A inv ag: -11; PKA-R1A activ: -4; PfHsp90 set2: 9; PKA-R2B act: 1; phage Ecoli inh: 1.0; Tat transport: 0; MOR-DOR ag: -0.4; MOR-DOR inv ag: 2

Results for COc1ccc(S(=O)(=O)N2CCCC(C(=O)N3CCCC3)C2)cc1OC (stereo unspecified) ?
SUMO Mot1 rescue: 5; HTR5A inv ag: -1; PKA-R1A activ: -4; PfHsp90 set2: -2; PKA-R2B act: -3; phage Ecoli inh: 2.7; Tat transport: -2; MOR-DOR ag: -1.4; E coli growth: -1.6; MOR-DOR inv ag: 7; AddAB inh: -0.8

Results for COCCn1c(SCC(=O)Nc2cc(C)on2)nnc1-c1ccco1 ?
SUMO Mot1 rescue: 2; HTR5A inv ag: -23; PKA-R1A activ: -5; PfHsp90 set2: -16; PKA-R2B act: -4; phage Ecoli inh: 3.0; Tat transport: -8; MOR-DOR ag: -0.1; E coli growth: -0.3; MOR-DOR inv ag: 1; AddAB inh: -1.0

Results for Cc1cccc2cc(CN(Cc3ccco3)C(=O)c3cccs3)c(=O)[nH]c12 ?
SUMO Mot1 rescue: -20; HTR5A inv ag: -25; PKA-R1A activ: -6; PfHsp90 set2: 11; PKA-R2B act: -8; phage Ecoli inh: 2.2; Tat transport: 11; MOR-DOR ag: -4.1; E coli growth: 2.3; MOR-DOR inv ag: 20; AddAB inh: 2.6

How did CN(C)c1ccc(/C=C(/C#N)C(=O)NCc2ccccc2)o1 do in these assays?
SUMO Mot1 rescue: -3; HTR5A inv ag: 4; PKA-R1A activ: 3; PfHsp90 set2: 8; PKA-R2B act: 2; phage Ecoli inh: 4.7; Tat transport: 5; MOR-DOR ag: -4.9; E coli growth: -0.2; MOR-DOR inv ag: 24; AddAB inh: -0.3

What do the screens show for `NC(=O)c1ccc(C(F)(F)F)n(Cc2ccc(Cl)cc2)c1=O`?
SUMO Mot1 rescue: -3; HTR5A inv ag: -11; PKA-R1A activ: 7; PfHsp90 set2: 3; PKA-R2B act: -7; phage Ecoli inh: 1.8; Tat transport: 9; MOR-DOR ag: 6.3; E coli growth: -1.1; MOR-DOR inv ag: -33; AddAB inh: 1.1

Results for Cc1ccc(S/C=C\C(=O)c2ccccc2)cc1 ?
SUMO Mot1 rescue: 4; HTR5A inv ag: 22; PKA-R1A activ: -3; PfHsp90 set2: 6; PKA-R2B act: -5; phage Ecoli inh: 3.1; Tat transport: 5; MOR-DOR ag: 4.2; E coli growth: 0.1; MOR-DOR inv ag: -24; AddAB inh: -0.1

Results for O=C(COc1nc2ccccc2nc1N1CCOCC1)N1CCc2ccccc21 ?
HTR5A inv ag: -45; PKA-R1A activ: 0; PfHsp90 set2: 2; PKA-R2B act: 6; phage Ecoli inh: 3.6; Tat transport: -7; MOR-DOR ag: 3.0; MOR-DOR inv ag: -16

What do the screens show for `COc1ccc(OCC(=O)NNC(=O)C(=O)N2CCCC2)cc1`?
SUMO Mot1 rescue: 3; HTR5A inv ag: -8; PKA-R1A activ: -8; PfHsp90 set2: 36; PKA-R2B act: -4; phage Ecoli inh: 0.9; Tat transport: -13; MOR-DOR ag: -1.2; E coli growth: -3.0; MOR-DOR inv ag: 7; AddAB inh: -1.1

How did Cc1cc(C)n2nc(SC(C)C(=O)Nc3ccccc3F)nc2n1 (stereo unspecified) do in these assays?
SUMO Mot1 rescue: -13; HTR5A inv ag: -1; PKA-R1A activ: 1; PfHsp90 set2: 5; PKA-R2B act: -2; phage Ecoli inh: 0.4; Tat transport: 4; MOR-DOR ag: -2.8; E coli growth: 1.0; MOR-DOR inv ag: 15; AddAB inh: -0.4

Results for Cc1ccc2c(c1)CC1(CN2C)C(=O)OC(C)(C)OC1=O ?
HTR5A inv ag: 28; PKA-R1A activ: 3; PKA-R2B act: -8; phage Ecoli inh: 0.5; Tat transport: -3; MOR-DOR ag: -0.3; MOR-DOR inv ag: 1

What do the screens show for `CCOC(=O)CNC(=O)c1cn(CC)c(=O)c2cc(OC)c(OC)cc12`?
SUMO Mot1 rescue: 48; HTR5A inv ag: 20; PKA-R1A activ: -18; PKA-R2B act: 5; phage Ecoli inh: 0.6; Tat transport: -11; MOR-DOR ag: -3.5; E coli growth: 1.7; MOR-DOR inv ag: 21; AddAB inh: 2.8

Results for O=C(NCCc1cccc(Cl)c1)c1cc2ccccc2oc1=O ?
SUMO Mot1 rescue: 11; HTR5A inv ag: -3; PKA-R1A activ: 7; PfHsp90 set2: -5; PKA-R2B act: 2; Tat transport: 0; MOR-DOR ag: -3.4; E coli growth: -1.3; MOR-DOR inv ag: 17; AddAB inh: 1.7

Results for CC(=O)N1CCN(S(=O)(=O)c2c(F)cc(F)c(Cl)c2F)CC1 ?
SUMO Mot1 rescue: 9; HTR5A inv ag: 5; PKA-R1A activ: -3; PfHsp90 set2: 3; PKA-R2B act: -8; phage Ecoli inh: 3.8; Tat transport: -2; MOR-DOR ag: -0.1; E coli growth: 0.8; MOR-DOR inv ag: 0; AddAB inh: 6.3

What do the screens show for `COc1cc(OC)c(C(=O)OCC(=O)c2ccc3c(c2)NC(=O)CO3)cc1OC`?
SUMO Mot1 rescue: -8; HTR5A inv ag: 4; PKA-R1A activ: -10; PfHsp90 set2: -7; PKA-R2B act: 1; phage Ecoli inh: 3.4; Tat transport: 7; MOR-DOR ag: -3.8; E coli growth: -0.8; MOR-DOR inv ag: 15; AddAB inh: -1.3

Results for Cc1cccc(N2CCN(C(=S)Nc3ccc4nc(N5CCN(C)CC5)cc(C)c4c3)CC2C)c1 (stereo unspecified) ?
SUMO Mot1 rescue: -6; HTR5A inv ag: -5; PKA-R1A activ: 1; PfHsp90 set2: -11; PKA-R2B act: -6; phage Ecoli inh: 5.2; Tat transport: -1; MOR-DOR ag: 8.6; E coli growth: -1.8; MOR-DOR inv ag: -46; AddAB inh: 0.9

What do the screens show for `COc1ccc(NC2CS(=O)(=O)CC2NCc2ccco2)cc1` (stereo unspecified)?
HTR5A inv ag: 4; PKA-R1A activ: 6; PfHsp90 set2: -2; PKA-R2B act: -3; phage Ecoli inh: 1.1; Tat transport: -1; MOR-DOR ag: -0.2; E coli growth: -0.6; MOR-DOR inv ag: 1; AddAB inh: 0.3

How did O=C(CCN1C(=O)c2ccc([N+](=O)[O-])cc2C1=O)Nc1cccc(O)c1 do in these assays?
SUMO Mot1 rescue: 10; HTR5A inv ag: 13; PKA-R1A activ: 7; PfHsp90 set2: 6; PKA-R2B act: -5; phage Ecoli inh: 1.2; Tat transport: -5; MOR-DOR ag: 3.8; E coli growth: -0.3; MOR-DOR inv ag: -20; AddAB inh: -1.2

Structures listed so far that have a thiophene ring, fused or not (2):
How did c1csc(C2Nc3ccccc3-c3nc4ccccc4n32)c1 (stereo unspecified) do in these assays?
SUMO Mot1 rescue: 9; HTR5A inv ag: -21; PKA-R1A activ: -12; PfHsp90 set2: -15; PKA-R2B act: 0; phage Ecoli inh: 1.2; Tat transport: 7; MOR-DOR ag: 3.7; E coli growth: -1.1; MOR-DOR inv ag: -25; AddAB inh: 1.3

Results for Cc1cccc2cc(CN(Cc3ccco3)C(=O)c3cccs3)c(=O)[nH]c12 ?
SUMO Mot1 rescue: -20; HTR5A inv ag: -25; PKA-R1A activ: -6; PfHsp90 set2: 11; PKA-R2B act: -8; phage Ecoli inh: 2.2; Tat transport: 11; MOR-DOR ag: -4.1; E coli growth: 2.3; MOR-DOR inv ag: 20; AddAB inh: 2.6

Continuation.
How did CN(C)S(=O)(=O)c1ccccc1N=C=S do in these assays?
HTR5A inv ag: 3; PKA-R1A activ: 0; PfHsp90 set2: 27; PKA-R2B act: -3; phage Ecoli inh: 3.6; Tat transport: -2; MOR-DOR ag: -2.9; MOR-DOR inv ag: 13

How did Cc1ccc2c(c1)N(CCC(=O)NC(C)C)C(=O)CO2 do in these assays?
SUMO Mot1 rescue: -6; HTR5A inv ag: 11; PKA-R1A activ: -13; PKA-R2B act: 1; phage Ecoli inh: 1.3; Tat transport: 10; MOR-DOR ag: 3.1; E coli growth: -2.4; MOR-DOR inv ag: -18; AddAB inh: -1.7

How did COc1ccc(-c2nc(C(N)=O)c3[nH]c(=O)n(-c4ccccc4OC)c3n2)c(OC)c1 do in these assays?
SUMO Mot1 rescue: 6; HTR5A inv ag: -26; PKA-R1A activ: 3; PfHsp90 set2: 15; PKA-R2B act: 1; phage Ecoli inh: -0.7; Tat transport: 3; MOR-DOR ag: -1.4; E coli growth: 18*; MOR-DOR inv ag: 7; AddAB inh: 43*

Results for Cc1nc2ccccc2n1CCOc1ccc([N+](=O)[O-])cc1 ?
SUMO Mot1 rescue: -36; HTR5A inv ag: 2; PKA-R1A activ: -1; PfHsp90 set2: 1; PKA-R2B act: 1; phage Ecoli inh: 6.1; Tat transport: -5; MOR-DOR ag: -3.9; E coli growth: 6.4; MOR-DOR inv ag: 20; AddAB inh: 5.7

Results for COc1ccc(N(CC(=O)Nc2cccc(N(C)S(C)(=O)=O)c2)S(=O)(=O)c2ccccc2)cc1Cl ?
HTR5A inv ag: 0; PKA-R1A activ: -14; PfHsp90 set2: 22; PKA-R2B act: -8; phage Ecoli inh: 2.0; Tat transport: -6; MOR-DOR ag: -4.3; E coli growth: -2.5; MOR-DOR inv ag: 20; AddAB inh: 0.3

Source: PubChem (several laboratories)
